Assay outcomes: PubChem BioAssay, Sanford-Burnham Center for Chemical Genomics
TAG inh: reduces triacylglycerol accumulation in H9c2 cells. Nile Red lipid (TAG) fluorescence; cells loaded with 200 µM oleic acid. inhibition, % at 12.5 µM. AID 651582. 230,000 tested, 0.66% active;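 active means pattern-corrected inhibition of lipid staining of at least 50% with the nuclear-stain viability signal not falling by more than 50%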;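 further: 0% = DMSO wells and 100% = triacsin C control wells; some results filed as inactive read as strong as hits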
TAG inh DAPI viability: also measured in TAG inh; calls as there; DAPI nuclei signal change (viability), lower = more cytotoxic, %;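 whole-well DAPI fluorescence read on a plate reader as a viability signal; minus 50 percent equals half of cells still viable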
Active calls of the source: *. The list is partial (hit frequency here may not be typical).

nr	structure	TAG inh DAPI viability	TAG inh
1	COc1ccc(CNC(=O)C2CCN(S(=O)(=O)c3ccc4nc5c(c(C(=O)O)c4c3)CCCC5)CC2)cc1	-2	8
2	Cc1cc(C(=O)COC(=O)c2ccncc2)c(C)n1Cc1ccco1	-7	16
3	O=C(O)c1ccc(Nc2ncnc3scc(-c4ccccc4)c23)cc1	2	4
4	Cc1ccc(-n2cc(S(=O)(=O)c3ccc(C)cc3)[nH]c2=O)cc1	-3	12
5	COc1cc(-c2cc(NC(C)=O)c3ncc(-c4cc(OC)c(OC)c(OC)c4)n3c2)cc(OC)c1OC	-8	43
6	CCCCCOc1ccc(Br)cc1/C(C)=N/NC1=NCCN1	-6.8*	69*
7	Cc1ccc(SCC(=O)NCCSCc2ccccc2)cc1	5	-6
8	Cc1ccc(C)c(COC(=O)c2cccc(S(=O)(=O)N3CCCC3)c2)c1	-2	-80
9	CN1CCCC(C)(C(=O)Nc2ccc(-n3cccc3)cc2)C1 (configuration not stated)	-2	-10
10	CCC(C)(C)C1CCc2[nH]nc(C(=O)NN)c2C1 (configuration not stated)	3	3
11	COc1ccc(OCCCN2CCCC(C)C2)cc1 (configuration not stated)	1	-14
12	COc1ccc(C2=CC3=C(Br)C(=O)C(C)(OC(=O)c4ccco4)C(=O)C3=CO2)cc1 (configuration not stated)	-1	-70
13	CCOc1cc(C2C(C(=O)N3CCCCC3)=C(C)NC3=C2C(=O)CC(C)(C)C3)ccc1O (configuration not stated)	12	-12
14	Cc1ccc(S(=O)(=O)N2CCCC2CNC(=O)c2ccccc2)cc1 (configuration not stated)	-7	-45
15	Cc1ccc(C)c(N2N=C(C(=O)OCc3nnc(-c4cccs4)o3)CCC2=O)c1	0	14
16	CC(C)C(NC(=O)c1ccc(C(C)(C)C)cc1)C(=O)NCC(c1ccccc1)N(C)C (configuration not stated)	1	22
17	O=[N+]([O-])c1ccc(CSc2ncnc3ccccc23)cc1	-1	-2
18	COC(=O)c1ccc(CSc2nccn2C)cc1	1	4
19	O=C(COC(=O)c1cccnc1Cl)Nc1cccc(S(=O)(=O)N2CCOCC2)c1	-2	-3
20	COc1ccccc1/C=C/C(=O)Oc1cccc2cccnc12	0	0
21	O=C(C[C@@H]1C/C=C\CCCC(=O)OC[C@@H]2CCCN2C1=O)NCCO	6	-1
22	c1ccc(OCCNc2ccn3nc(-c4ccco4)cc3n2)cc1	20	6
23	CCOC(=O)C(=O)c1csc(NC(=O)COc2ccc(N(C)S(=O)(=O)c3ccc(F)cc3)cc2)n1	12	-5
24	Cc1ccc(NC(=O)COC(=O)COc2ccc3ccc(=O)oc3c2)cc1[N+](=O)[O-]	7	-8
25	CC1CCN(c2ccc(-c3ccc(NC(=O)c4ccco4)cc3)nn2)CC1	2	-3
26	COc1ccc2c(C(=O)c3ccc(C)cc3)n(CCCC(N)=O)[n+]([O-])c2c1	-4	-16
27	CCOC(=O)c1cc(=O)cc(C(=O)OCC)o1	-9	-1
28	O=C(CCc1ccccc1)NCCCNC(=O)CCc1ccccc1	-6	1
29	Cc1cccc(NC(=O)c2cnc3sccn3c2=O)c1	2	7
30	CC(=O)Oc1cccc(N2C(=O)c3ccc(C(=O)Nc4c[nH]c(=O)[nH]c4=O)cc3C2=O)c1	11	-12
31	COc1cc(NC(=O)Nc2ccc(Cl)c(Cl)c2)c(C(=O)O)cc1OC	4	-6
32	COc1ccc(C(C)C)cc1-c1cc(C(=O)NCc2cccc(C(F)(F)F)c2)[nH]n1	-2	40
33	Cc1ccc(NC(=O)OCc2cncs2)cc1	1	4
34	CCOc1ccc(NC(=O)COC(=O)c2cc(C)oc2C)cc1	-2	4
35	O=C(c1cc(S(=O)(=O)N2CCN(c3ccccc3)CC2)ccc1Cl)N1CCCCCCC1	6	-23
36	NCCSC1CC(=O)N(Cc2ccc(F)cc2)C1=O (configuration not stated)	-11	0
37	CNC(=S)Nc1cc2oc3ccccc3c2cc1OC	-11	10
38	CN1CCN(C(=O)Nc2ccc3c(c2)N(C)C(=O)c2ccccc2S3)CC1	-1	-20
39	CCOc1ccc(NS(=O)(=O)c2ccc(C(=O)N(C)CC(=O)Nc3cccc(OC)c3)cc2)cc1	3	4
40	CCC(C)NCCOCCOc1ccc(F)cc1 (configuration not stated)	-1	5
41	COc1ccc(CN2CCN(C(=O)c3ccccc3C(=O)c3ccccc3)CC2)cc1F	-3	0
42	COc1ccc(C(CCN2CCOCC2)c2c(O)cc(OC)cc2OC)cc1 (configuration not stated)	-2	9
43	C[C@H](NC(=O)c1ncn2c1c(=O)[nH]c1ccccc12)c1ccccc1	7	6
44	COc1ccc(NC(=O)c2nc3nc(C)cc(C(F)F)n3n2)cc1OC	8	0
45	CC(C(=O)NCCN1CCOCC1)(c1ccccc1)c1ccccc1	-3	0
46	CN1CCN(C(=S)c2ccc(Cl)cc2)CC1	-4	-9
47	CSc1nsc(SC)c1C(=O)N1CCN(S(=O)(=O)c2ccc(C)cc2)C1C(C)C (configuration not stated)	-8	22
48	C/C(=N\NC(=O)c1cccc(S(=O)(=O)Nc2ccccc2Cl)c1)c1ccc(-n2ccnc2)cc1	-7	3
49	Cc1cc(C(=O)N2CCCC(Nc3ccc(C(C)C)cc3)C2)nn1C (configuration not stated)	-3	1
50	O=C(CC(=O)N/N=C/c1ccc(F)cc1)N/N=C/c1ccc(F)cc1	-4	9
51	NC(=O)CN1CCN(c2nc(-c3ccc(F)cc3)cs2)CC1	1	-114
52	O=C(O)Cc1c(O)ccc2ccccc12	-7	4
53	Cc1ccc(CNC(=O)CSc2n[nH]c(N)n2)cc1	-15	16
54	COc1ccc([C@H]2CC(=O)C=C(c3ccc(-c4ccccc4)c(F)c3)C2)cc1OC	4	-17
55	Nc1nc(SCC(=O)c2c(N)n(C3CC3)c(=O)[nH]c2=O)n[nH]1	0	0
56	COc1ccccc1CC(=O)NC1CCCc2ccccc21 (configuration not stated)	0	-13
57	O=C(NNS(=O)(=O)c1ccc(Br)cc1)c1sccc1-n1cccc1	2	6
58	CCNC(=O)CN(c1ccc(C)cc1)S(=O)(=O)c1ccc(SC)cc1	2	-27
59	Cc1nc2c(ccc3nc(NC(=O)C(c4ccccc4)c4ccccc4)sc32)s1	3	30
60	CN(C)CCCNC(=O)c1cc(Br)ccc1O	1	1

Carrying on.
nr	structure	TAG inh DAPI viability	TAG inh
61	COCCCNCC(O)C(F)(F)F (configuration not stated)	5	3
62	O=C(NCc1csc2ccccc12)Nc1cc(Cl)cc(Cl)c1	-3	-4
63	Cc1cccc(NC(=O)c2cc([N+](=O)[O-])ccc2NCC2CCCO2)n1 (configuration not stated)	-2	-10
64	COc1ccc(CNC(=O)COC(=O)c2ccc(S(=O)(=O)N3CCCCC3)cc2)cc1	10	8
65	CCOC(=O)C1=C(C)N(CCCCCC(=O)O)C(=O)NC1c1ccc(Cl)cc1 (configuration not stated)	2	8
66	O=C(NCc1ccccn1)/C(=N/O)c1ccccc1	-10	-3
67	c1ccc(-n2nnnc2Oc2ccc(-n3ccnc3)cc2)cc1	-3	12
68	CCOC(=O)c1ccc(-c2ccc3oc(-c4ccsc4)cc(=O)c3c2)cc1F	5	34
69	COc1ccc([C@H]2CC(=O)C=C(c3ccc4ncccc4c3)C2)cc1OC	7	6
70	CCC(C)N(C(=O)COc1ccc(-c2nnco2)cc1)C1CCS(=O)(=O)C1 (configuration not stated)	-4	-2
71	Cc1cc(NC(=O)c2sccc2C)n(-c2cccc(Cl)c2)n1	-1	-7
72	CN(C)CC/C=C1/c2ccccc2CS(=O)(=O)c2ccccc21	-1	9
73	CCOC(=O)N1CCN(Cc2ccc3ccccc3c2)CC1	-10	10
74	COc1ccc(NS(=O)(=O)c2cccc(C(=O)NCC3(N4CCCCC4)CCCCC3)c2)cc1	16	-8
75	Cc1ccc(C)c(N2C(=N)S/C(=C\c3ccc(-c4ccccc4C(=O)O)o3)C2=O)c1	4	6
76	COC(=O)/C(C#N)=C/c1ccc(C)o1	-1	-1
77	O=C(NCc1ccco1)c1cc(NS(=O)(=O)c2cccc([N+](=O)[O-])c2)ccc1O	7	-1
78	CCN(CC)S(=O)(=O)c1ccc(C(=O)NCc2ccc(C)cc2)cc1	7	4
79	O=C(NC1CC1)c1ccc(NC(=O)C2CCCC2)cc1	-1	18
80	O=C(OCC(=O)N1CCCC1=O)c1cc2ccccc2o1	2	4
81	O=C(Nc1ccc2c(c1)OCCO2)c1cc(-n2cnnc2)ccc1Cl	-10	23
82	Cc1ccc(NC(=O)CSCC(=O)OC(C)C(=O)Nc2ccc(S(N)(=O)=O)cc2)c(C)c1 (configuration not stated)	18	-18
83	CC[C@]12C(=O)N(C)C[C@H]([C@@H]3C(=O)N(C)C(=O)[C@@H]31)N2C(=O)c1ccc(C(F)(F)F)cc1	4	10
84	CC1CCCN(c2nc3c(c(=O)[nH]c(=O)n3C)n2CCSc2nc3ccccc3o2)C1 (configuration not stated)	1	4
85	Cc1ccc2c(Cl)cc(Cl)c(OCC(=O)NC(C)(C)C)c2n1	9	-13
86	Cc1nnc(NC2=NCCCCC2)o1	7	-4
87	Cc1csc(SCC(=O)NC(=O)Cc2ccccc2)n1	4	14
88	CC1CN(S(=O)(=O)c2ccccc2)C(C)CN1S(=O)(=O)c1ccccc1 (configuration not stated)	-10	8
89	Cc1ccc(Cl)c(NC(=O)COC(=O)c2nn(C)c(=O)c3ccccc23)c1Cl	2	-23
90	Cc1cc(C)c(S(=O)(=O)Nc2nccs2)c(C)c1	-6	10
91	COC(=O)[C@H]1CN(C(=O)c2ccccc2)C(=O)N1	12	0
92	O=C(N/C(=C/c1ccc(F)cc1)C(=O)N1CCCCC1)c1ccco1	-2	0
93	CC(C)(/C=N/O)N(O)C=C1C=CC(=O)C=C1	2	2
94	CN1CCC(OC2c3ccccc3CCc3ccccc32)CC1	8	-2
95	CN1CCN(S(=O)(=O)c2ccc(NS(=O)(=O)c3ccccc3)cc2)CC1	-9	14
96	CC(=O)NC1=NN(C(C)=O)C2(CCCC2)S1	-8	4
97	COc1ccccc1-n1cc(C(=O)c2cc(Cl)ccc2O)cc(C#N)c1=O	14	-5
98	CN(C)C(=O)N=NC(=O)N(C)C	6	-18
99	COc1ccccc1C(=O)NCC(=O)OCC(=O)N1CC(C)OC(C)C1 (configuration not stated)	-8	-7
100	CCCCN(C(=O)CSc1nnc(Nc2ccc(C)c(C)c2)s1)c1c(N)n(Cc2ccccc2)c(=O)[nH]c1=O	0	-11

Complete entries from above:
Profile of Cc1nnc(NC2=NCCCCC2)o1 = TAG inh DAPI viability = 7; TAG inh = -4
Profile of CN(C)C(=O)N=NC(=O)N(C)C = TAG inh DAPI viability = 6; TAG inh = -18

(next part)
nr	structure	TAG inh DAPI viability	TAG inh
101	CCN(C(=O)c1cnc(NC(C)C)cc1C(F)(F)F)c1ccc(Cl)cc1Cl	9	-30
102	O=C1NC(Cc2ccc(O)cc2)c2nc3ccc(Cl)cc3c(=O)n2-c2cc3ccccc3cc21 (configuration not stated)	-28*	64*
103	CCC/C(O)=C1\C(=O)CC(c2ccccc2)CC1=NC (configuration not stated)	3	-11
104	Brc1ccc(CNCC2CCCO2)cc1 (configuration not stated)	-1	9
105	O=C(Nc1ccc(S(=O)(=O)N2CCOCC2)cc1)c1ccc([N+](=O)[O-])o1	-69	89
106	Cc1c(NC(=O)C(C)n2cc([N+](=O)[O-])cn2)c(=O)n(-c2ccccc2)n1C (configuration not stated)	-2	7
107	Cn1c(/N=C(\N)c2ccccc2)nc2ccccc21	-5	6
108	CCC1(c2ccc(Cl)cc2)NC(=S)N(c2ccc(C)c(C)c2)N1 (configuration not stated)	2	-23
109	CSc1sc(C)cc1C1C(C#N)=C(N)N(c2cccnc2)C2=C1C(=O)CC(C)(C)C2 (configuration not stated)	-6	5
110	COc1ccc(C)cc1NC(=O)CN1CCN(S(=O)(=O)c2ccc(Cl)cc2)CC1	-3	30
111	CC(=O)Nc1ccc(SCC(=O)N(CCC#N)c2cc(C)cc(C)c2)cc1	6	16
112	COc1ccc(C(CNC(=O)CN2C(=O)NC(C)(c3ccc4ccccc4c3)C2=O)N2CCCC2)cc1 (configuration not stated)	1	31
113	COc1ccc(/C=N/NC(N)=S)cc1OC(=O)c1cccc2ccccc12	11	18
114	O=C(c1cccc(S(=O)(=O)N2CCN(c3ccccc3)CC2)c1)N1CCCC(C(F)(F)F)C1 (configuration not stated)	-14	-41
115	COC(=O)C1CCN(C(=O)COc2ccc(S(=O)(=O)N3CCOCC3)cc2Cl)CC1	9	-14
116	COc1ccc(-n2c(=O)c3c4c(sc3n(CC(=O)NC3CCCC3)c2=O)CCCC4)c(OC)c1	3	3
117	O=C(N/C(=C/C=C/c1ccccc1)C(=O)N1CCCCC1)c1ccc([N+](=O)[O-])cc1	12	14
118	C=CCNC(=S)NNC(=O)c1ccc(=O)n(Cc2ccc(Cl)cc2Cl)c1	-6	4
119	C#Cc1ccc2c(c1)COc1c3ccccc3nn1-2	-7	-6
120	COCCC(=O)N1CCC(Oc2ccc(C(=O)NCCSC)cc2)CC1	1	-1

Part of the list above, reformatted:
Results follow in this order: TAG inh DAPI viability | TAG inh
52) O=C(O)Cc1c(O)ccc2ccccc12
    -7 | 4
53) Cc1ccc(CNC(=O)CSc2n[nH]c(N)n2)cc1
    -15 | 16
54) COc1ccc([C@H]2CC(=O)C=C(c3ccc(-c4ccccc4)c(F)c3)C2)cc1OC
    4 | -17
55) Nc1nc(SCC(=O)c2c(N)n(C3CC3)c(=O)[nH]c2=O)n[nH]1
    0 | 0
56) COc1ccccc1CC(=O)NC1CCCc2ccccc21 (configuration not stated)
    0 | -13
57) O=C(NNS(=O)(=O)c1ccc(Br)cc1)c1sccc1-n1cccc1
    2 | 6

(cont.)
nr	structure	TAG inh DAPI viability	TAG inh
121	COc1ccc(C(=O)CC(=O)c2ccccc2O)cc1	24	-6
122	Cc1cc(C)cc(NC(=O)COc2coc(CN3CCc4ccccc43)cc2=O)c1	10	-19
123	CCOc1ccccc1/C=N/NC(=O)CNC(=O)c1cccs1	6	-5
124	Cc1cc(Br)ccc1OCC(=O)NNC(=O)C(=O)Nc1ccccc1	3	4
